Screening results: PubChem BioAssay, NMMLSC
Myeloid diff 2 – myeloid differentiation induction | ER-HoxA9 myeloid progenitors, lysozyme-GFP differentiation, flow cytometry | AID 624256 | calls only at 10 µM | 1% of 360,000 active;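 active = normalized GFP-positive differentiation at or above the plate's own cutoff, the solvent-only control mean plus 3 SD; inconclusive = no clear call, values can overlap the other calls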;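 note: cells exposed to compound for four days before flow analysis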
Myeloid diff 2 GFP+ MAC1+ % – also measured in Myeloid diff 2; calls as there; GFP+ MAC1+ double positive, %; measured here: differentiation confirmed by MAC1 staining
* marks the source's active call; other numbers are inactive results; i = inactive; u = inconclusive; x = not tested or not shown. Not all compounds are listed (hit frequency here may not be typical).

nr | Structure | Myeloid diff 2 | Myeloid diff 2 GFP+ MAC1+ %
1 | COC(=O)C1(C(=O)OC)Cc2ccccc2N(S(=O)(=O)c2ccc(C)cc2)C1CC(C)=O (configuration not stated) | i | 3.7
2 | Cc1cc(Br)cn2c(Cc3ccsc3)c(C(C)(C)C)nc12 | i | 0.4
3 | CCC/C=C/c1ccc(CN2C(CC(C)C)C(=O)N(Cc3cn(CCC4OCCO4)nn3)CCS2(=O)=O)cc1 (configuration not stated) | i | 1.1
4 | CCCNC(=O)C1(C)CCN(C(=O)c2ccc(C)c(F)c2)C1 (configuration not stated) | i | 0.9
5 | COc1ccc(S(=O)(=O)Nc2ccc3c(c2)[C@H]2C[C@H](CC(=O)NCC4CC4)O[C@@H](CO)[C@H]2O3)cc1 | i | 0.7
6 | Cc1cc2nc(C3CCCCC3)c(Cc3cccc(F)c3)n2c(C)c1Br | i | 0.9
7 | CC(C)(CCc1ccccn1)C(=O)C(CCc1ccccn1)CCc1ccccn1 | i | 0.9
8 | COC(=O)[C@H]1C[C@H](O)CN1S(=O)(=O)c1ccc(Br)cc1F | i | 1.7
9 | Cc1ccc(S(=O)(=O)NCc2ccccc2Br)cc1 | i | 1.9
10 | COc1ccc(NC(=O)c2ccc(NC(=O)CN3CCN(c4ccc(O)cc4)CC3)cc2)cc1 | i | 0.6
11 | CCOc1ccccc1NC1=C(OC)C(=O)C(Nc2ccccc2OCC)=C(OC)C1=O | i | 1.1
12 | Cc1cccc(C2=NN(c3ccccc3)[C@@H](C(=O)N3CCOC3=O)[C@@H]2c2ccc(F)cc2)c1 | i | 4.2
13 | C[C@@H]1CN([C@@H](C)CO)C(=O)CCCn2nncc2CO[C@@H]1CN(C)S(=O)(=O)c1ccc2ccccc2c1 | i | 1.3
14 | Cc1cccc(N2CCN(C(=O)COc3noc4nc(C)cc(C)c34)CC2C)c1 (configuration not stated) | i | 1.5
15 | Nc1c(N(CCC2=CCCCC2)C(=O)COc2ccc(F)cc2Cl)c(=O)[nH]c(=O)n1Cc1ccccc1 | i | 1.0
16 | COc1cc(NC(C)=O)c2ncccc2c1Br | i | 0.7
17 | Cn1cc(-c2ccc3c(c2)OCO3)c2ccccc21 | i | 0.8
18 | COc1ccccc1CNc1nc(NCc2ccc(C(C)C)cc2)c2sccc2n1 | i | 3.1
19 | COCCCN1C(=O)C(CC(=O)NC2CCCCC2)CC(C(=O)N2CCCCCC2)=C1C (configuration not stated) | i | 0.4
20 | O=C(COC(=O)c1cc([N+](=O)[O-])ccc1N1CCOCC1)NCc1ccccc1 | i | 0.3
21 | COC(=O)C[C@@H]1CC[C@H](NC(=O)Cc2ccccn2)[C@@H](CO)O1 | i | 1.3
22 | CCCNC(=O)C1(C)CCN(C(=O)c2ccc(OC)cc2OC)C1 (configuration not stated) | i | 0.9
23 | N#Cc1ccccc1S(=O)(=O)N1CCN(C(=O)CCNS(=O)(=O)c2ccc(Cl)cc2)CC1 | i | 0.2
24 | Cc1cc(-c2cc(NC=O)c3ncc(-c4cccc(C(=O)NCCN(C)C)c4)n3c2)cc(C)c1O | i | 1.4
25 | O=C1NCCN1CCNc1nc(NCc2ccccc2)nc2ccsc12 | i | 1.5
26 | C#Cc1ccc(NC(=O)C2(C)CCN2C(=O)C2(c3ccccc3)CC2)cc1 (configuration not stated) | i | 0.5
27 | CCCCCCNc1ccc(C(=O)OCC)cc1 | i | 0.2
28 | CC(C)Cc1ccc(CN2C(C)C(=O)N(Cc3cn(Cc4ccco4)nn3)CCS2(=O)=O)cc1 (configuration not stated) | i | 0.9
29 | CC1(c2nnnn2Cc2ccccc2)CCC(=O)N1CCc1ccc(O)cc1 (configuration not stated) | i | 1.1
30 | CC1(C(=O)NS(=O)(=O)c2ccc(C#N)cc2)CCN1C(=O)Cc1ccc(-c2ccccc2)cc1 (configuration not stated) | i | 0.6
31 | C[C@@H]1CN([C@@H](C)CO)C(=O)CCCn2nncc2CO[C@H]1CN(C)S(=O)(=O)c1ccc(C#N)cc1 | i | 0.6
32 | CC(C)NC(=O)C1(C)CCN1Cc1ccc(Cl)cc1 (configuration not stated) | i | 1.1
33 | CCCCn1c(N)c(N(Cc2ccccc2OC)C(=O)CSCC(=O)Nc2ccc(C)cc2)c(=O)[nH]c1=O | i | 1.5
34 | COc1ccc(OC)c(NC(=O)C2CCCN2S(=O)(=O)c2ccc3c(c2)CC(C)N3C(C)=O)c1 (configuration not stated) | i | 0.6
35 | Cc1ccccc1S(=O)(=O)NC(=O)C1(C)CCN1C(=O)C1(c2ccc(Cl)cc2)CCC1 (configuration not stated) | i | 0.6
36 | C[C@H](CO)N1C[C@H](C)[C@H](CN(C)S(=O)(=O)c2ccccc2C#N)OCc2cnnn2CCCC1=O | i | 0.6

Full records as entered above. Screens in order: Myeloid diff 2 | Myeloid diff 2 GFP+ MAC1+ %
`CC(C)Cc1ccc(CN2C(C)C(=O)N(Cc3cn(Cc4ccco4)nn3)CCS2(=O)=O)cc1` (configuration not stated) as listed: i | 0.9
`COc1ccc(OC)c(NC(=O)C2CCCN2S(=O)(=O)c2ccc3c(c2)CC(C)N3C(C)=O)c1` (configuration not stated) as listed: i | 0.6
`CC1(C(=O)NS(=O)(=O)c2ccc(C#N)cc2)CCN1C(=O)Cc1ccc(-c2ccccc2)cc1` (configuration not stated) as listed: i | 0.6
`C#Cc1ccc(NC(=O)C2(C)CCN2C(=O)C2(c3ccccc3)CC2)cc1` (configuration not stated) as listed: i | 0.5
`CCCCn1c(N)c(N(Cc2ccccc2OC)C(=O)CSCC(=O)Nc2ccc(C)cc2)c(=O)[nH]c1=O` as listed: i | 1.5

Next part
nr | Structure | Myeloid diff 2 | Myeloid diff 2 GFP+ MAC1+ %
37 | CCOc1ccc(NS(=O)(=O)c2cccs2)cc1S(=O)(=O)N1CCCC1 | i | 0.7
38 | O=S(OCCN1CCOCC1)C(c1ccccc1)c1ccccc1 (configuration not stated) | i | 0.3
39 | CCc1nc2ccc(C(=O)N3CCN(C(C)=O)CC3)cn2c1N(CCC(C)C)CCN(C)C | i | 1.2
40 | CC(C)Cn1cc(-c2cncc3nccn23)cn1 | i | 0.5
41 | Cc1noc(C)c1NC(=O)N(C)C[C@@H]1OCc2cnnn2CCCC(=O)N([C@@H](C)CO)C[C@H]1C | i | 0.4
42 | COc1ccc(CC(=O)Nc2cc(S(=O)(=O)N3CCOCC3)ccc2N2CCOCC2)cc1OC | i | 0.3
43 | CC(=O)NC(c1ccccc1)c1nc(-c2cncnc2)cs1 (configuration not stated) | i | 1.1
44 | CCOC1=NC(=C(c2ccccc2)c2ccccc2)OC1=O | i | 0.4
45 | COc1ccc(C2CC=C(C(C)=O)CN2S(=O)(=O)c2ccc(C)cc2)cc1 (configuration not stated) | i | 1.1
46 | O=C(NCc1nnnn1-c1ccc(F)cc1)c1ccc2c(c1)OCO2 | i | 1.2
47 | CCc1nc(SCc2cc(=O)[nH]c3ccccc23)c2c(C)c(C)sc2n1 | i | 0.9
48 | COCCCN1C(=O)C(CC(=O)NCCCCc2ccccc2)CC(C(=O)N(C(C)C)C(C)C)=C1C (configuration not stated) | i | 1.1

Records 47 through 48 of the list above:
nr | Structure | Myeloid diff 2 | Myeloid diff 2 GFP+ MAC1+ %
47 | CCc1nc(SCc2cc(=O)[nH]c3ccccc23)c2c(C)c(C)sc2n1 | i | 0.9
48 | COCCCN1C(=O)C(CC(=O)NCCCCc2ccccc2)CC(C(=O)N(C(C)C)C(C)C)=C1C (configuration not stated) | i | 1.1

Following part
nr | Structure | Myeloid diff 2 | Myeloid diff 2 GFP+ MAC1+ %
49 | C[C@@H]1CN([C@@H](C)CO)C(=O)c2cc(C#CC(C)(C)O)cnc2O[C@@H]1CN(C)C(=O)c1ccccc1F | i | 2.1
50 | COc1ccc(NC(=O)C2c3ccccc3OCC(=O)N2Cc2ccc3c(c2)OCO3)cc1 (configuration not stated) | i | 0.7
51 | NC(=O)C1CCCN(C(=O)c2cccc(NC(=O)c3cccs3)c2)C1 (configuration not stated) | i | 0.6
52 | C[C@H]1CN([C@@H](C)CO)C(=O)c2c(c3ccccc3n2C)-c2ccccc2CO[C@H]1CN(C)C(=O)[C@@H]1CCCN1C | i | 1.2
53 | Cc1cc(C)c(CN2CCN(C(=O)Cn3cnc4c(NCc5ccccc5)ncnc43)CC2)c(C)c1 | i | 0.1
54 | CC(=O)NCc1ccc(C(=O)CN2C(=O)NC3(CCCCC3C)C2=O)s1 (configuration not stated) | i | 0.6
55 | CC(C)NC(=O)C1(C)CN(S(C)(=O)=O)CC(=O)N1Cc1cccc(C(F)(F)F)c1 (configuration not stated) | i | 3.9
56 | CC1(C(=O)NS(=O)(=O)Cc2ccccc2C(F)(F)F)CCN1C(=O)C/C=C/c1ccccc1 (configuration not stated) | i | 0.9
57 | CCC(c1nnnn1-c1c(C)cccc1C)N1CCN(c2ccccn2)CC1 (configuration not stated) | i | 1.6
58 | Nc1cc2c(cc1Br)-c1ccc(F)cc1C2=O | i | 0.6
59 | Clc1ccc2nc(C3CCCCC3)c(CC3CCCCC3)n2c1 | i | 1.1
60 | COc1cc(CN2C[C@@H](CO)O[C@@H](n3cnc4c(NCC(C)C)ncnc43)C2)cc(OC)c1OC | i | 1.4
61 | CN(Cc1ccc(Cl)cc1)C(C(=O)NC1CCCCC1)c1ccnc2ccccc12 (configuration not stated) | i | 2.3
62 | Cc1cc(-c2ccncc2)n2ncc(-c3ccccc3)c2n1 | i | 0.0
63 | CC(C)n1c(=O)c2ccccc2n1S(C)(=O)=O | i | 0.9
64 | COc1cc(C(O)c2nc(-c3cccc(C(C)C)c3)cs2)ccc1F (configuration not stated) | i | 1.0
65 | O=C(c1ccccc1)N1CCN(c2ccccc2)CC1 | i | 0.8
66 | OC(c1ccc(F)c(F)c1)c1ncc(-c2ccccc2F)[nH]1 (configuration not stated) | i | 0.9
67 | CC(C)(C)CNC(=O)C1(C)CCN1C(=O)C1(c2ccccc2)CC1 (configuration not stated) | i | 0.8
68 | COc1cccc(NC(=O)CSCc2nc3sc(C)c(C)c3c(=O)[nH]2)c1 | i | 0.9
69 | CN1C[C@@H]2[C@@H]3C(=O)N(Cc4ccccc4)C(=O)[C@@H]3[C@](Cc3ccccc3)(C1=O)N2C(=O)c1ccc(Cl)cc1 | i | 2.1
70 | NC(=O)c1cccc(Nc2nc(C(N)CCc3ccccc3)cs2)n1 (configuration not stated) | i | 0.5
71 | CC(C)(C)c1ccc(C(=O)N2CCC2(C)C(=O)NCc2ccc3c(c2)OCO3)cc1 (configuration not stated) | i | 0.6
72 | CCOC(=O)OCC(=O)C1(O)CCC2C3CCC4=CC(=O)CCC4(C)C3C(O)CC21C (configuration not stated) | i | 1.5
73 | COC(=O)[C@H]1C[C@@]2(O)CN(S(=O)(=O)c3ccc(C)cc3)C[C@@]2(OC(=O)Nc2c(C)noc2C)C[C@H]1C(=O)OC | i | 0.8
74 | COCOc1cccc(CN2CCC2(C)C(=O)Nc2ccc(C)cc2)c1 (configuration not stated) | i | 0.9
75 | CCOC(=O)C1(C)CCCN1C(=O)c1csnn1 (configuration not stated) | i | 0.8
76 | O=C(OCc1cc(=O)n2ccsc2n1)c1ccc(OC(F)F)cc1 | i | 0.6
77 | OC[C@H]1O[C@@H](c2nc(-c3ccc(Br)cc3)no2)C[C@@H]1O | i | 1.6
78 | CC(C)c1ccccc1NC(=O)C1CCCN(C(=O)c2ccc(Cl)cc2)C1 (configuration not stated) | i | 0.2
79 | O=C(O)c1cccc2c1C(=O)c1ccc(N3CCN(Cc4ccc5c(c4)OCO5)CC3)cc1S2(=O)=O | i | 1.5
80 | CSc1ncnc2c1ncn2CCCNCc1ccccc1 | i | 1.0
81 | CCOC(=O)c1c(-c2cc(OC)c(OC)c(OC)c2)csc1NC(=O)c1ccccc1 | i | 0.5
82 | CC1(C(=O)NS(=O)(=O)c2ccc3ccccc3c2)CCN1C(=O)Cc1ccc(-c2ccccc2)cc1 (configuration not stated) | i | 0.7
83 | CC1CCCCC1NC(=O)c1cc(Cl)nc2ccccc12 (configuration not stated) | i | 3.4
84 | NC(c1csc(Nc2ccc(C(=O)c3ccccc3)cc2)n1)c1ccccc1Cl (configuration not stated) | i | 1.2
85 | CCN1CCN(C(C(=O)NC2CCCCC2)c2ccnc3ccccc23)CC1 (configuration not stated) | i | 0.6
86 | c1ccc(CNc2cccnc2)cc1 | i | 1.0
87 | CC1(C(=O)NS(=O)(=O)c2ccc(F)cc2F)CCN1C(=O)CC1CCCC1 (configuration not stated) | i | 1.1
88 | CCn1nccc1NC(=O)c1csc([C@@H]2O[C@H](CO)[C@H](O)[C@H](O)[C@H]2O)n1 | i | 1.4
89 | O=C(NCc1ccccc1CN1CCCC1)C1CCN(S(=O)(=O)c2ccc(F)c(F)c2)CC1 | i | 1.0
90 | Cc1ccccc1OCC(=O)OCC(=O)c1cc(C)n(C2CC2)c1C | i | 0.7
91 | Cc1ccc(S(=O)(=O)N2C[C@@H]3[C@H]4CC[C@H](C4)[C@@H]3[C@@H](C)[C@@H]2c2ccco2)cc1 | i | 0.3
92 | Cc1cc(OCc2cc(C(=O)NC(C)c3cnn(C)c3)no2)cc(C)c1Cl (configuration not stated) | i | 0.5
93 | CC1OC1c1ccc(-c2ccc(C3OC3C)cc2)cc1 (configuration not stated) | i | 0.6
94 | CCc1nc2c(OCC3CCCCC3)cccn2c1N(C)C(=O)c1ccc(C)cc1 | i | 0.6
95 | CC1=C(C(=O)N2CCOCC2)CC(CC(=O)NCc2cccc3ccccc23)C(=O)N1Cc1ccccc1 (configuration not stated) | u | x
96 | COc1ccc(NC(=O)Nc2nc(C(N)Cc3ccc(C(F)(F)F)cc3)cs2)cc1 (configuration not stated) | i | 2.0
97 | COc1ccc(-c2csc(C(O)c3ccc(F)cc3)n2)cc1 (configuration not stated) | u | x
98 | CCCCn1c(N)c(N(CCOC)C(=O)c2oc3ccc(Br)cc3c2C)c(=O)[nH]c1=O | i | 1.0
99 | CCN(CC)C(=O)C1=C(C)N(Cc2ccc(F)cc2)C(=O)C(CC(=O)NC2CCCC2)C1 (configuration not stated) | i | 1.1
100 | COCCNC(=O)C1(C)CCCN(C(=O)c2ccccc2C(F)(F)F)C1 (configuration not stated) | i | 1.1
101 | CCN(CC)CCN1CNC(=S)NC1 | i | 0.7
